# Assay outcomes: PubChem BioAssay, several laboratories
# Jurkat tox 60K = cytotoxicity toward Jurkat T cells, primary screen, cytotoxicity control, cell-based, Jurkat E6.1, 60K MLSMR library. Jurkat E6.1 viability, ATP luminescence, 48 h. hit rate 1.2% among 56,000. inhibition, % at 4 µM;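 active = inhibition above the mean inhibition of all tested compounds plus 3 SD, cut at about 28% in these data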
# HER2 expr 66K = inhibitors of Her2 protein expression, primary screen, SKBR-3 cells, AlphaScreen, 66K library; Receptor tyrosine-protein kinase erbB-2 (Homo sapiens), P04626; SKBR-3 HER2 protein level, 18-24 h; stronger effect = lower value; HER2 level % of control, % at 10 µM; hit rate 0.69% among 65,000; AID 645, 2007;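 active = HER2 level under 5% of the carrier-only control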;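 note: 100% = DMSO carrier and 0% = 500 nM PU-H71 HSP90 inhibitor; lower value means stronger loss of Her2 protein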
# HEK293 NFkB inh = inhibitors of PMA/ionomycin-induced NF-kB reporter, primary screen, antigen receptor NF-kB inhibitor project, cell-based, HEK-293 luciferase reporter, luminescence; HEK-293 NF-kB luciferase reporter; inhibition, % at 3 µM; hit rate 0.21% among 62,000;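 active = inhibition above the mean of all tested compounds plus 3 SD, cut at about 40% in these data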;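 note: 0% = stimulated DMSO wells and 100% = 10 µM reference inhibitor 5653914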
#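 Reagent: PMA plus ionomycin mix as NF-kB-activating stimulus. Assay system: NF-kB luciferase reporter HEK-293 cells. Technique: luminescence from luciferase substrate reagent. Incubation: 1 h compound pre-incubation, 16 h PMA/ionomycin at 37 °C. Benchmarks: DMSO only as uninhibited control, 10 µM reference inhibitor as full inhibition. Repeats: tested once.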
# S1P1 ag pot = S1P1 agonists and agonism potentiators, primary screen, cell-based, primary and confirmation screens, CRE-bla reporter; activation, % at 9.5 µM; Sphingosine 1-phosphate receptor 1 (Homo sapiens), P21453; S1P1 CRE-bla cells, forskolin, beta-lactamase FRET, potentiator mode; S1P1 agonist co-added at EC20, 2 nM; 100% = saturating reference agonist, 0% = basal; AID 449, 2006; hit rate 0.57% among 56,000;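 active = activation above a cutoff set at the mean activation of all tested compounds plus 3 SD, cut at about 54% in these data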;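 note: forskolin at 4 µM as EC80 and the EC20 agonist is SEW2871; 100% = SEW2871 at its EC100 plus forskolin at EC80; some compounds past the cut are filed as inactive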
# Target sequence (P21453 whole entry, looked up): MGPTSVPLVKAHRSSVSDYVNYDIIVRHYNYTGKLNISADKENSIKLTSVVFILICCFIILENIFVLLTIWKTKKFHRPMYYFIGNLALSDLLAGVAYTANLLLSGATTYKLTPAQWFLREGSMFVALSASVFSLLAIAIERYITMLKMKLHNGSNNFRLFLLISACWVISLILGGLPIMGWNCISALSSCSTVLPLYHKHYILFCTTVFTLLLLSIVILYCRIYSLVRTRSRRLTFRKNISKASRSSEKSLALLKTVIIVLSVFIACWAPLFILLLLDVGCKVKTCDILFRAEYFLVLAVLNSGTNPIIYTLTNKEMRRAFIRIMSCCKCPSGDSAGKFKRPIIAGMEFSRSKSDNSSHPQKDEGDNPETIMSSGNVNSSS
# HTR1E antagonist = 5-HT1E receptor antagonists, primary screen, cell-based, HTS; hit rate 0.99% among 65,000; inhibition, % at 6 µM; CHO 5-HT1E Ga15 NFAT-bla reporter, FRET, antagonist; 5-hydroxytryptamine receptor 1E (Homo sapiens), P28566;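 active = inhibition above a set limit, the mean inhibition across every tested compound plus 3 SD, cut at about 29% in these data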;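 note: signal is the 460 over 535 nm emission ratio of beta-lactamase substrate; 0% = agonist plus DMSO wells and 100% = wells without agonist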
# S1P3 ag = human S1P3 receptor agonists, primary screen, cell-based, primary and confirmation, NFAT-BLA reporter. S1P3 NFAT-BLA reporter cells, agonism, FRET ratio; relative to 1 µM S1P, basal subtracted. activation, % at 4.5 µM. hit rate 0.1% among 60,000. AID 373, 2006;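 active = activation above the screen-wide mean plus 3 SD, cut at about 4.5% in these data, passing the limit was not always enough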; note: some compounds called inactive have numbers as strong as hits
# Target sequence (Q99500 whole entry, looked up): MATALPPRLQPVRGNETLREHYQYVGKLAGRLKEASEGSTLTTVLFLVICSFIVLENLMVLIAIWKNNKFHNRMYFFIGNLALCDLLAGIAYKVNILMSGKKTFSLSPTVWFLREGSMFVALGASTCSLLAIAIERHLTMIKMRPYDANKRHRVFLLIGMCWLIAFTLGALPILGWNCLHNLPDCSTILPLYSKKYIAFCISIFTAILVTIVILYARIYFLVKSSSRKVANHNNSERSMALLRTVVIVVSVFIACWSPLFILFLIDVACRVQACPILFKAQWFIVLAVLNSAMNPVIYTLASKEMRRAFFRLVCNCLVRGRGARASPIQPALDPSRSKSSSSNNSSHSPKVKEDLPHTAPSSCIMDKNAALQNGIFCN
#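 Material: Human S1P3 NFAT-BLA reporter CHO cells | Incubation: Overnight plating, 4 h compound 37 °C, 2 h substrate RT | Signal: FRET β-lactamase substrate fluorescence, excitation 405 nm, 460/535 nm emission ratio, background-subtracted | Compound: 4.5 µM final, single dose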
# 5HT1E ag = 5-HT1E receptor agonists, primary screen, cell-based, HTS. 5-hydroxytryptamine receptor 1E (Homo sapiens), P28566. CHO 5-HT1E Ga15 NFAT-bla reporter, FRET; 0% DMSO wells, 100% control agonist wells. activation, % at 6 µM. hit rate 0.69% among 65,000. AID 574, 2007;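 active = activation above a set limit, the screen-wide mean activation plus 3 SD, cut at about 8.5% in these data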;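 note: 100% = positive control agonist at 1 µM giving full maximal response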
# M1 ag = M1 muscarinic receptor agonists, primary screen, CHO-M1 cells, Fluo-4 calcium, agonist mode; Muscarinic acetylcholine receptor M1; Fluo-4 calcium fluorescence; stronger effect = higher value; B-score at 10 µM; hit rate 3% among 64,000;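 active = fluorescence rise, raw or as B-score row- and column-corrected plate score, outside the 99.7% band of its plate's samples, either direction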
# M1 antag = antagonists of rat M1 muscarinic receptor. B-score at 10 µM. hit rate 3.4% among 64,000. CHO-M1 cells, Fluo-4 calcium, ACh EC80 antagonist mode; stronger effect = lower value. AID 628, 2007. Muscarinic acetylcholine receptor M1 (Rattus norvegicus), P08482;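 active = calcium fluorescence response, raw or row-and-column corrected B-score, differing from the plate sample mean either way at a set confidence level, mostly lower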
# * marks the source's active call; other numbers are inactive results; . = not tested or not shown. An unsorted share of the library; about 9.2% have a hit in one of these screens.
smiles	HER2 expr 66K	HTR1E antagonist	M1 antag	HEK293 NFkB inh	Jurkat tox 60K	S1P1 ag pot	5HT1E ag	S1P3 ag	M1 ag
COc1ccc(CC(=O)Nc2cccc(-c3nnc(-c4cccc(C)c4)o3)c2)cc1OC	-0.4*	80*	-7.3*	0	43*	.	1.7	-1.6	6.6*
CC(C)c1ccccc1N=C1SCCN1C1CCS(=O)(=O)C1 (centres undefined)	62	-1	0.075	8	-1	3	-0.1	0.2	0.48
Cc1ccc(-n2nnc3c(=O)n(Cc4cc(C)ccc4C)cnc32)cc1	18	-10	0.098	-6	2	-19	0.6	1.2	-0.2
O=C(CCn1nnc2ccccc21)N1CCN(c2ccccc2)CC1	86	-7	0.058	0	-2	1	0.4	-1.2	-0.68
CCc1nnc2n1N=C(c1ccc(-c3cc(Cl)ccc3Cl)o1)CS2	70	10	-0.34	23	.	.	-0.8	.	-0.24
O=C1Nc2ccccc2C12Nc1ccccc1S2 (centres undefined)	54	-9	0.088	6	2	-22	2.0	-0.7	-0.035
COc1ccccc1NC(=O)C(Cc1ccc(Cl)cc1)c1nn[nH]n1 (centres undefined)	90	-7	.	6	2	31	1.2	-0.5	.
COCCNC(=O)CSc1nc2cc(OC)c(OC)cc2c(=O)n1Cc1ccco1	96	12	0.23	11	.	.	-1.0	.	0.22
NC(=O)C1CCN(c2nc(-c3ccccc3)nc3ccccc23)CC1	86	13	0.0085	8	3	-15	-0.7	0.3	0.36
N#Cc1c(-c2ccco2)nc(NCC2CCCO2)[nH]c1=O (centres undefined)	78	-1	0	0	-4	.	1.6	-0.5	-0.36
CC(=O)c1ccc(OCC(O)CN2CCC(C)CC2)cc1 (centres undefined)	117	-3	0.022	8	-3	-2	0.1	-0.7	0.87
CCCCOC(=O)C1=C(C)Nc2ncnn2C1c1cccc(OC)c1OC (centres undefined)	75	1	0.019	0	4	-4	0.8	-0.2	0.057
CCOC(=O)c1[nH]c(C)c(/C(O)=C2\C(=O)C(=O)N(CCN(C)C)C2c2ccco2)c1C (centres undefined)	83	-7	-2.3*	8	-8	-11	0.3	-0.4	-0.46
CCOC(=O)c1cnc2ccc(Cl)cc2c1N1CCN(C)CC1	127	9	-0.65	6	5	.	0.0	-0.9	-2.5
NC(=O)CSc1oc(-c2ccc(F)cc2)nc1S(=O)(=O)c1ccccc1	64	4	0.3	9	.	.	-0.7	.	0.26
Cc1cc(C)c2[nH]c(=O)c(C(c3nnnn3CC3CCCO3)N3CCCC(C)C3)cc2c1 (centres undefined)	107	-2	0.92	7	-2	-20	-2.0	-1.1	0.34
Cn1c(=O)c2c(ncn2CCCNC2=CC(C)(C)CC(=O)C2)n(C)c1=O	168	-6	1.2	-1	-6	21	0.1	-0.4	-0.11
Cc1ccccc1NC(=O)C1CCCN(S(=O)(=O)c2cccc3cccnc23)C1 (centres undefined)	96	8	-0.35	14	-5	-6	-1.2	-1.5	0.78
Cn1cc(C(=O)NCN2CCCCC2)c2ccccc21	102	4	0.018	.	.	0	-0.1	-2.9	-0.9
COc1cc(-c2nnc(-c3cccs3)o2)cc(OC)c1OC	137	1	0.33	-10	2	-25	0.0	0.3	1.1
COc1ccc2c(C)cc(SCC#N)nc2c1	110	-19	-0.22	9	1	16	0.1	-1.1	0.4
CC1Cc2ccccc2N1S(=O)(=O)c1cccc(C(=O)NC2CC2)c1 (centres undefined)	96	8	-0.88	14	2	26	1.2	0.0	-0.017
C1=Nc2c(Nc3ccccc3)ncnc2Oc2ccccc21	111	-9	-0.33	0	-2	-13	2.0	-0.2	0.12
Cn1c(CC(=O)Nc2ccccc2)nnc1SCC(=O)c1ccccc1	110	-2	-0.0062	18	-4	2	-0.2	-0.2	-0.46
Cc1cc(C)c(-c2cc(C(=O)Nc3c(C)n(C)n(-c4ccccc4)c3=O)[nH]n2)c(O)c1	98	-4	1.6	9	8	-23	0.3	-1.0	0.56

# (list continues)
smiles	HER2 expr 66K	HTR1E antagonist	M1 antag	HEK293 NFkB inh	Jurkat tox 60K	S1P1 ag pot	5HT1E ag	S1P3 ag	M1 ag
COc1ccccc1C1/C(=C(/O)c2ccc(OC(C)C)cc2)C(=O)C(=O)N1c1cc(C)on1 (centres undefined)	114	12	0.0025	.	.	1	0.5	-4.2	1.4
Nn1cc(-c2ccccc2)nc1SCC(=O)NC1CCS(=O)(=O)C1 (centres undefined)	96	12	-0.059	9	11	0	0.9	-1.4	-2.8
CCOC(=O)c1cc(C)n(Cc2cccc(OC)c2OC)c1C	103	4	-0.71	.	.	15	-0.1	-4.0	-0.08
CC(=O)NCC(=O)OC(C)C(=O)Nc1ccc(C(C)=O)cc1 (centres undefined)	109	9	-0.29	12	-2	15	-0.6	-0.4	-0.074
Cc1c(C(=O)NCCc2ccccc2)oc2ccc(S(=O)(=O)N3CCC4(CC3)OCCO4)cc12	169	16	0.32	32	.	.	-0.4	.	1.2
O=C(CSc1nc2ncccc2[nH]1)Nc1ccc2c(c1)OCCO2	77	12	1.2	-3	-4	-1	0.4	-0.2	2.5
CC(C)(C)n1ncc2c(=O)n(CC(=O)Nc3ccc4c(c3)OCCO4)cnc21	84	5	-0.9	11	-4	-11	-0.1	-1.4	-0.14
O=C(Nc1ccc2nc(-c3cccs3)c(-c3cccs3)nc2c1)N1CCOCC1	37	14	-12*	2	9	30	1.9	-0.9	0.16
CCNc1nc2c(c(=O)n(Cc3ccccc3)c(=O)n2C)n1Cc1ccccc1	104	0	0.67	22	0	-14	0.4	0.4	0.61
CC1(C)Cc2c(sc3nc(SCC#N)n(C4CCCCC4)c(=O)c23)CO1	102	8	0.18	.	.	-24	0.2	0.9	-0.28
CC1CCN(S(=O)(=O)c2ccc(NC(=O)CSc3nnnn3C)cc2)CC1	99	1	-0.022	18	9	-2	-0.7	-0.6	-1.2
CCCn1c(=O)c(C(=O)Nc2cnccn2)c(O)c2ccccc21	105	-1	0.36	7	-4	-6	0.6	-0.8	-0.54
Cn1nnc(NC(=O)CSc2ccc(Cl)cc2)n1	58	-6	1.6	15	-8	-10	-0.3	0.8	-0.034
Cc1ccccc1-c1nc(CN2CCC(C(=O)NCC3CCCO3)CC2)c(C)o1 (centres undefined)	147	-4	-0.16	7	-7	-13	-0.4	-0.7	-0.81
CC(C)c1ccc(NC(=O)C2C3C=CC4(CN(CCCN5CCOCC5)C(=O)C24)O3)cc1 (centres undefined)	87	-4	1.1	14	4	-4	0.1	-1.1	0.43
O=C(c1cnc2n(c1=O)CCS2)N1CCN(c2ccc(Cl)c(Cl)c2)CC1	124	-5	-0.44	-4	-3	20	0.6	0.4	-0.81
COCCNS(=O)(=O)c1cc(F)ccc1OC	86	0	-0.29	14	7	10	-1.3	-0.7	0.31
CCOC(=O)N1CCN(C(=O)C2CCC(CNS(=O)(=O)c3ccc(Cl)cc3)CC2)CC1 (centres undefined)	116	-8	-2.9*	8	-2	-22	0.1	0.2	0.22
CCOC(=O)CSc1nc2c(c(=O)[nH]c(=O)n2C)n1C/C=C(/C)Cl	150	8	0.25	12	-5	3	0.2	-1.3	-0.31
COc1cccc(NC=C2C(=O)OC3(CCCCC3)OC2=O)c1	94	7	-0.46	14	.	.	-0.4	.	2.7*
COc1ccc(OC)c(NC(=O)NC2(C(F)(F)F)Oc3ccccc3O2)c1	106	-7	-0.99	21	.	.	1.8	.	-0.21
COCC(=O)Nc1nc2n(n1)C(c1ccc(Cl)cc1)CC(c1ccc(OC)cc1)N2 (centres undefined)	173	-4	-0.17	6	-12	-2	-1.1	-0.7	-0.65
COC(=O)c1ccccc1Nc1ccccc1	116	10	0.89	5	-2	9	-0.3	-1.2	0.55
O=C(CCSc1ccccc1)Nc1ncccn1	92	-2	-0.08	6	4	-3	0.0	0.0	0.036
Cc1nn(C)c(C)c1S(=O)(=O)N1CCCC(C(=O)NC2CCCCC2)C1 (centres undefined)	90	3	0.34	-1	-4	-4	-0.3	-0.6	0.26

# Carrying on:
smiles	HER2 expr 66K	HTR1E antagonist	M1 antag	HEK293 NFkB inh	Jurkat tox 60K	S1P1 ag pot	5HT1E ag	S1P3 ag	M1 ag
O=C(CN1CCN(c2ccccn2)CC1)NCc1cccs1	102	-5	0.091	15	.	.	-0.7	.	-1.7
COc1ccccc1N1CCN(C(c2ccccc2Cl)c2nnnn2C(C)(C)C)CC1 (centres undefined)	83	6	-0.039	6	-2	-6	-1.5	-0.7	0.82
CC(C)COc1ccc(-c2nnc(-c3ccncc3)o2)cc1	67	7	-0.016	-29	3	47	-0.2	-0.7	-1.4
O=C(CSCCc1ccccn1)Nc1cccnc1	109	2	0.25	11	-5	15	0.6	-0.3	0.35
c1ccc2c(c1)CCN(Cc1nnnn1Cc1ccc3c(c1)OCO3)C2	86	12	.	10	-6	0	-0.5	-1.3	.
COc1ccc(C2NCCC3(O)CCCCC23)c(OC)c1OC (centres undefined)	91	1	-0.53	4	1	-3	-0.1	0.0	-0.36
COC(=O)CNc1nc(C2CC2)nc2c1nnn2Cc1ccccc1Cl	82	11	-0.33	4	11	5	-0.1	-1.8	0.59
CC(=O)N1CCN=C1SCc1ccc(Cl)cc1	122	-2	-0.35	4	2	-2	-0.6	-0.4	-0.22
CCn1c(SCC(=O)N2CCC(C(N)=O)(N3CCCCC3)CC2)nc2ccccc2c1=O	85	-3	-1.7	9	-6	-6	-0.4	0.3	0.75
Cc1cc(-c2nc3ccccc3o2)c2ccccc2n1	82	-13	-0.29	-8	-10	18	0.4	-0.3	0.34
Cc1ccc(NC(=O)C2CC(=O)NC(N3CCc4ccccc43)=N2)cc1 (centres undefined)	83	-10	0.15	2	-4	-12	0.1	-1.9	-0.44
CCOC(=O)C1CCCN(S(=O)(=O)c2ccc(Br)s2)C1 (centres undefined)	83	-1	0.61	13	0	-6	-0.9	-0.9	0.48
CCOc1ccccc1N1CCN(S(=O)(=O)c2ccc3c4c(cccc24)C(=O)N3)CC1	121	-10	-0.55	-6	3	-25	0.3	-0.2	-1.4
